CHRM1 antagonist – human CHRM1 antagonism; inhibition, % at 3 µM; P11229; AID 588852; CHO-K1 hM1, Fluo-8 calcium fluorescence, ACh EC80 antagonist; actives 1.3% (n = 360,000);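 active = percent inhibition above its own plate's cutoff, namely the mean of that plate's compound wells plus 3 SD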;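 also: peak over basal fluorescence ratio during 140 s after agonist addition; 0% = ACh EC80 plus DMSO and 100% = DMSO alone without agonist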
Target sequence (P11229 whole entry, looked up): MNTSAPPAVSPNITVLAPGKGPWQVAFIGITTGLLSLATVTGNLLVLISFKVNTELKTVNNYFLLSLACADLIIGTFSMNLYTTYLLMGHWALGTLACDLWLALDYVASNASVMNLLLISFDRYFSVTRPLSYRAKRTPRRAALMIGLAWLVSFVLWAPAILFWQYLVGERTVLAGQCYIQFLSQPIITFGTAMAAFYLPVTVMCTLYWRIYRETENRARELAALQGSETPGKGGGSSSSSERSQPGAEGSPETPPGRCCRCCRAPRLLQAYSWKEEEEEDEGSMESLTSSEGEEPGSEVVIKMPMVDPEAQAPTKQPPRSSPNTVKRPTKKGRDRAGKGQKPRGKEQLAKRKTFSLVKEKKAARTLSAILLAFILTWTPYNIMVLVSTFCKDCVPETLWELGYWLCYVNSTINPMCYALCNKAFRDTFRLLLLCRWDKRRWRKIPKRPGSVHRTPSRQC
CHO-K1 Ca ag – M1 agonist counterscreen hit in parental CHO-K1 cells | Fluo-8 calcium fluorescence; scaled to maximal ATP response, vehicle zero | activation, % at 3 µM | actives 0.48% (n = 360,000); in the data active = activation above about 15%;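 also: untransfected CHO-K1 host cells lacking M1 receptor as counterscreen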
TAAR1 antag – human TAAR1 antagonism; Q96RJ0; actives 1.5% (n = 360,000); CHO RD-HGA16 TAAR1, Fluo-8 calcium fluorescence, antagonist; inhibition, % at 3 µM;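 active = inhibition above a per-plate cutoff, the mean inhibition of test compounds on that plate plus 3 SD, cut at about 49% in these data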;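 also: 0% = DMSO plus EC80 beta-PEA response and 100% = DMSO alone without agonist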
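test system = CHO RD-HGA16 cells bearing hTAAR1 | replication = singlicate | controls = DMSO-only wells and EC80 β-PEA-stimulated wells | reagent = EC80 β-phenethylamine stimulus | read-out basis = percent inhibition of PEA-evoked calcium signal, max/basal emission ratio | schedule = seeding 17-24 h prior, 75-min 37 °C, 30-min RT dye loading | signal = kinetic Fluo-8 calcium fluorescence measurement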
CHO parental Ca – counter-screen: ATP calcium response change in parental CHO cells. parental CHO-K1, ATP-induced calcium, Fluo-8 fluorescence. inhibition, % at 5.6 µM. AID 463079. actives 0.63% (n = 330,000);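 active = inhibition above that plate's mean sample inhibition plus 3 SD, cut at about 26% in these data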;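 also: 0% = ATP-challenged DMSO wells and 100% = DMSO wells without ATP; some compounds past the cut are filed as inactive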
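Material: Parental CHO cells | Reagent: ATP | Compound dosing: Single nominal dose of 5.6 µM per compound | Detection: Intracellular calcium via Fluo-8 no-wash fluorescent dye | Read-out: % inhibition of ATP-induced calcium mobilization | Benchmarks: Low control ATP plus DMSO, high control DMSO only | Replicates: Singlicate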
TAAR1 agonist – human TAAR1 agonism; Q96RJ0; CHO RD-HGA16 TAAR1, Fluo-8 calcium fluorescence; vehicle wells 0%, saturating PEA agonist 100%; activation, % at 3 µM; actives 0.99% (n = 360,000);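 active = activation above the mean activation of all test compounds in the run plus 3 SD, cut at about 38% in these data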
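Test system: RD-HGA16 (CHO) cells co-expressing Gα16 and hTAAR1 | Doses: Single dose, 3 µM | Schedule: 17-24 h seeding, 75 min 37 °C dye, 30 min RT | Evaluation: % activation from peak over basal fluorescence ratio, DMSO-to-PEA scaled | Technique: Kinetic Fluo-8 calcium fluorescence | Benchmarks: Low control DMSO, high control PEA (EC100)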
OXTR potentiate – potentiators of human oxytocin receptor | P30559 | CHO-OTR cells, Fluo-8 calcium fluorescence, potentiator mode; 0% = oxytocin EC15, 100% = EC100 | activation, % at 3 µM | actives 0.061% (n = 320,000) | AID 2445;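 active = activation above that plate's cutoff, the mean activation of tested compounds plus 3 SD, cut at about 6.6% in these data, passing the limit was not always enough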;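 also: 100% uses oxytocin at 75 nM as the full agonist control; some results filed as inactive read as strong as hits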
Target sequence (P30559 whole entry, looked up): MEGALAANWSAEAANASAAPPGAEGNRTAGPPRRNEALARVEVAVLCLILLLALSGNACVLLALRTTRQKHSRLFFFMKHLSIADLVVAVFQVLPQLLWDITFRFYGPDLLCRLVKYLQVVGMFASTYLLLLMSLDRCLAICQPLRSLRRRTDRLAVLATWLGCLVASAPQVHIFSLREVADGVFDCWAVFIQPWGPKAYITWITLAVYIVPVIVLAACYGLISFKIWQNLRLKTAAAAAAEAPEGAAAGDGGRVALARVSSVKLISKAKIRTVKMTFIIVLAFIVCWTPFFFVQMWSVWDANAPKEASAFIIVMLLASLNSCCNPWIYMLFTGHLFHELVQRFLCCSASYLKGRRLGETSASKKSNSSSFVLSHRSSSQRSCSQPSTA
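Dosing: Single dose, 3.0 µM nominal final compound concentration | Material: Human OTR in CHO cells | Technique: Kinetic Fluo-8 calcium fluorescence | Benchmarks: EC15 oxytocin alone as 0%, 75 nM oxytocin as 100% | Probe or stimulus: Oxytocin at about EC15, sub-maximal agonist stimulus | Incubation: Compound 6 min at room temperature before oxytocin, 100 s read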
M1 PAM parental – counter-screen for M1 PAMs: effect in parental CHO-K1 cells; ATP EC20, Fluo-8 calcium fluorescence; 0% at ATP EC20, 100% at ATP max; AID 602247; activation, % at 3 µM; actives 0.02% (n = 360,000);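 active = activation above the run cutoff, the mean activation of all test compounds plus 3 SD, cut at about 40% in these data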;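 also: peak over basal fluorescence ratio in a 140 s read after ATP addition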
M1 ag – human M1 muscarinic receptor agonism; AID 588814; activation, % at 3 µM; CHO-K1 hM1, Fluo-8 calcium fluorescence, agonist mode; 0% DMSO, 100% acetylcholine EC100; actives 0.33% (n = 360,000);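 active = activation above the run's mean compound activation plus 3 SD, cut at about 16% in these data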;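 also: peak over basal fluorescence ratio within a 140 s kinetic read after compound addition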
CHO-K1 Ca antag – M1 antagonist counterscreen hit in parental CHO-K1 cells; ATP-induced calcium, Fluo-8 fluorescence; inhibition, % at 3 µM; actives 0.6% (n = 360,000);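 active = inhibition above a per-plate cutoff, the plate's mean sample inhibition plus 3 SD, cut at about 24% in these data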;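 also: 0% = DMSO plus EC80 ATP and 100% = DMSO alone without ATP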
Active calls of the source: *; . = not tested or not shown.

| SMILES | TAAR1 agonist | M1 PAM parental | OXTR potentiate | CHO parental Ca | M1 ag | CHRM1 antagonist | TAAR1 antag | CHO-K1 Ca antag | CHO-K1 Ca ag |
| --- | --- | --- | --- | --- | --- | --- | --- | --- | --- |
| CC(CCc1ccccc1)NC(=O)c1ccc(Br)cc1 (stereo not given) | 3 | 6 | . | . | -4 | -9 | 27 | -2 | 0.4 |
| Cc1nn(CC(=O)O)c(C)c1[N+](=O)[O-] | 3 | 21 | -6 | -14 | -5 | -6 | 0 | -10 | 0.5 |
| O=C(NCCN1CCOCC1)N1CCOCC1 | 3 | 8 | 1 | -2 | -2 | -4 | 0 | -7 | 0.0 |
| COc1ccccc1C(=O)Nc1ccccc1N1CCCCC1 | 11 | 16 | -19 | -13 | -5 | -2 | 19 | -10 | -1.7 |
| CC(C(=O)NC1CCCCCC1)N(c1ccccc1)S(C)(=O)=O (stereo not given) | 4 | 15 | -6 | -17 | -4 | -9 | -22 | -7 | 0.7 |
| COc1cccc(-n2c(SCC(=O)N3c4ccccc4CC3C)nnc2-c2ccco2)c1 (stereo not given) | 0 | 15 | -6 | -31 | -4 | -2 | 0 | -10 | 1.5 |
| S=c1[nH]nc(-c2cccnc2)n1/N=C/c1ccc(Br)s1 | -1 | 36 | -6 | 0 | -6 | -12 | -12 | -26 | 0.5 |
| CCCS(=O)(=O)NC(=O)C1(C)CCCN(C(=O)c2cc(C)nn2C(C)(C)C)C1 (stereo not given) | 3 | -5 | . | . | -3 | 5 | -13 | 10 | 0.9 |
| C=CCC[C@H](Cc1ccc(F)cc1)C(=O)OC[C@H](C)NC(=O)[C@H](CC=C)CC(=O)N(CCO)Cc1ccccc1 | 19 | -6 | -7 | -12 | -3 | 10 | 55* | -5 | 2.7 |
| CCCCn1[nH]c(-c2ccccc2)cc1=O | 2 | 6 | -9 | -6 | -3 | -13 | 4 | -2 | 0.1 |
| CCCCCOc1ccc(C(=O)CCC(=O)NC(C)c2ccc(S(N)(=O)=O)cc2)cc1 (stereo not given) | 7 | 16 | -5 | -4 | -4 | 8 | 0 | -8 | 1.6 |
| Cc1ccc(-c2nnn(CC(=O)N(Cc3ccccc3)C(C(=O)NC(C)(C)C)c3ccncc3)n2)o1 (stereo not given) | . | 6 | 0 | -21 | -4 | -14 | . | -22 | 0.5 |
| COc1ccc(C2C(C(=O)NCc3ccco3)c3ccccc3C(=O)N2C)cc1 (stereo not given) | 2 | -13 | 5 | -20 | -6 | 7 | -22 | 1 | 1.3 |
| Cc1ccc(C2CC2C(=O)NNC(=S)Nc2ccc(Cl)cc2)cc1 (stereo not given) | 4 | 17 | -12 | -14 | -3 | 3 | 4 | -11 | 1.9 |
| CCCCc1nnc(NC(=O)CSCc2cc(=O)n3c(C)csc3n2)s1 | 2 | -11 | -7 | 11 | -3 | 9 | -34 | -9 | 0.1 |
| COc1ccc(N2CCN(c3cc(C)c4ccc(C)cc4n3)CC2)cc1 | -2 | -8 | -4 | -15 | -1 | 8 | -19 | 0 | 2.8 |
| CCc1cc(=O)oc2cc(C)c(CN3CCCC3)c(O)c12 | 2 | 14 | 3 | -10 | -4 | -7 | -13 | -6 | 0.6 |
| COc1ccc(C2N=C(N)N=C(N)N2c2ccc(C)cc2)cc1 (stereo not given) | 3 | 20 | 3 | -1 | -9 | -10 | -12 | -4 | 0.7 |
| Clc1ccc(-c2nc(NCCN3CCOCC3)c3ccccc3n2)cc1 | 10 | 2 | -3 | 0 | -1 | 2 | 14 | 11 | 2.0 |
| CCCCNC(=O)c1cc2nc(-c3ccccc3)cc(C(F)(F)F)n2n1 | 3 | 27 | 8 | -16 | -5 | -9 | -14 | -8 | 1.8 |
| Cc1ccc(C(=O)N2CCCCC2)cc1NC1=C(Cl)C(=O)N(Cc2ccccc2)C1=O | 4 | 0 | -10 | -24 | -4 | 28 | 50* | 2 | 6.9 |
| COc1ccc(C(=O)Nc2ccc(Cc3ccncc3)cc2)cc1Br | 10 | 18 | -9 | -2 | -4 | -1 | 6 | -10 | 1.0 |
| Cc1cc(C(=O)Nc2ccc(S(=O)(=O)N3CCCC3)cc2)cs1 | 4 | -13 | -4 | 2 | -7 | -6 | 20 | 25* | 0.6 |
| CCCN1C(=O)/C(=C/c2ccc(OCC(=O)OCC)cc2)NC1=S | 13 | 21 | . | . | 2 | -4 | 24 | -11 | 11 |
| CCCN(CC1CC1)C(=O)COC(=O)c1ccc(CNS(=O)(=O)c2ccc(F)c(Cl)c2)cc1 | 4 | 12 | -15 | -3 | -6 | 2 | 18 | -2 | 3.7 |
| Nc1cccc(-n2cccc2)c1 | 1 | 16 | -1 | 8 | -9 | 0 | 13 | -17 | 0.0 |
| N=c1oc2ccc(Cl)cc2cc1C(=O)NC1CCCCCC1 | 1 | -6 | -7 | 4 | -2 | -10 | 5 | 4 | 0.7 |
| COC(=O)c1ccc(CSc2nc3c(c(=O)[nH]2)CCC3)cc1 | 4 | 1 | . | . | -1 | -6 | 0 | 10 | 0.6 |
| Cc1cc(OCCCCN2C(=O)NC(C)(C)C2=O)cc(C)c1Cl | 11 | 12 | -4 | 3 | -2 | 7 | 14 | 10 | 2.0 |
| O=C1C(=Cc2cccs2)C(=O)c2ccccc21 | -3 | 10 | -3 | -9 | -7 | -10 | 104* | -4 | -0.1 |
| COc1cccc(CN2CCN(Cc3ccc(OC)c(OC)c3)CC2CCO)c1 (stereo not given) | 2 | -5 | -3 | -20 | -11 | 0 | -3 | 7 | 0.6 |
| Cc1ccc2oc(=O)n(CCOc3ccccc3Cl)c2c1 | -2 | 24 | 0 | -5 | -10 | -11 | 21 | -11 | 1.4 |
| Cc1cccc(C(=O)N/N=C2\CS(=O)(=O)N(C)c3ccsc32)c1 | 29 | 0 | -4 | -17 | 2 | -5 | 25 | 2 | 1.8 |
| Cc1cc(C)c(S(=O)(=O)n2ccc3ccccc32)c(C)c1 | 1 | 16 | -4 | 9 | -6 | 1 | 14 | 4 | 2.0 |
| COc1ccc(-c2cc(C)no2)cc1S(=O)(=O)N1CCN(c2ccccn2)CC1 | 6 | 2 | -12 | -15 | -2 | 6 | -7 | -9 | 2.9 |
| Cn1c(=O)c2c(ncn2CC(O)CNc2cccc(Cl)c2)n(C)c1=O (stereo not given) | 4 | -2 | -19 | 2 | 0 | 0 | -6 | -6 | 8.3 |
| Cc1cc(C)nc(Sc2ccc(C=O)cc2[N+](=O)[O-])n1 | 2 | 13 | -7 | 6 | -5 | 1 | 8 | 1 | 5.0 |
| CCN(CC(=O)NCc1ccc(Cl)cc1)C(=O)c1cc2ccccc2o1 | -1 | -16 | 2 | -30 | -9 | 6 | 1 | -16 | 2.0 |
| CCOC(=O)c1c(NC(=O)COC(=O)c2cnc(C)cn2)sc(C(=O)N(C)C)c1C | 0 | 7 | 0 | -8 | -2 | -2 | -45 | 3 | 0.1 |
| Cc1cccn2c(=O)c(/C=C(\C#N)C(=O)NCc3ccco3)c(N3CCCCC3)nc12 | -1 | 4 | -10 | -31 | -12 | 9 | 17 | 8 | 1.1 |
| O=C(C1=C[C@@H](c2csc3ccccc23)C[C@@H](OCc2ccc(CO)cc2)O1)N1CCOCC1 | 32 | -2 | -16 | -1 | 1 | 8 | 57* | 2 | 1.6 |
| COc1ccc(C(=O)NCCc2nnc(SCc3nc4ccccc4c(=O)[nH]3)n2C)cc1 | 7 | 10 | -8 | -14 | -2 | -4 | 1 | 1 | 0.8 |
| CCc1ccccc1N(CC)C(=O)c1cn(CC)c(=O)c2cc(OC)c(OC)cc12 | 10 | 23 | -6 | -24 | -5 | 2 | 3 | -13 | 1.4 |
| O=C(CSc1ccc2nnc(-c3ccccn3)n2n1)Nc1ccc2c(c1)OCO2 | 1 | 15 | -4 | -12 | -9 | 1 | -10 | -1 | 0.2 |
| COc1cc(CNn2c(C)n[nH]c2=S)cc(Br)c1OCc1ccc(F)cc1 | 5 | 25 | -14 | -7 | -5 | 2 | 7 | -5 | 4.1 |
| COc1ccc(NC(=O)COC(=O)Cn2c(C)nc3ccccc32)cc1OC | 8 | -10 | -16 | -4 | 0 | 1 | 14 | 9 | -0.1 |
| CC(C)(C)[C@H]1C=C(C(N)=O)O[C@@H](OCc2ccc(CO)cc2)C1 | 3 | 10 | -5 | 9 | -1 | 3 | 5 | -12 | 1.0 |
| CC(C)CCNC(=O)C(=O)Nc1ccccc1 | 15 | 8 | -5 | -10 | -8 | -7 | 9 | 20 | 12 |
| O=C(CNS(=O)(=O)c1ccccc1)OCc1cccc([N+](=O)[O-])c1 | 1 | 12 | 0 | -5 | -11 | -3 | -7 | -7 | 1.5 |
| Cc1cccc(Cn2c(=O)oc3ccc(C)cc32)c1 | . | 13 | -7 | -9 | -7 | 2 | . | -12 | -0.5 |
| CCOc1cccc(C2/C(=C(/O)c3ccc4c(c3)CC(C)O4)C(=O)C(=O)N2CCCn2ccnc2)c1 (stereo not given) | 0 | 6 | -5 | -14 | -2 | 3 | -25 | -13 | 0.5 |
| CCC1CCCCN1S(=O)(=O)c1ccc(C(=O)Nc2nnc(-c3ccccc3Cl)o2)cc1 (stereo not given) | . | 21 | -1 | -8 | -4 | -9 | . | -8 | -0.2 |
| Cc1c(C(=O)Nc2ccccc2F)sc2nc3n(c(=O)c12)CCC3 | 9 | -6 | -1 | -6 | -1 | -2 | -26 | -6 | 1.5 |
| COc1ccccc1N1CCN(C(=O)CCNC(=O)c2ccco2)CC1 | 5 | -12 | -2 | -10 | -1 | -7 | -12 | -6 | 0.1 |
| CC(C)[C@H](N)c1cn([C@@H](CO)C(=O)N2CCNCC2)nn1 | 17 | 18 | -8 | -2 | -3 | -6 | -2 | -16 | 1.4 |
| Cn1c(=O)c2c(ncn2CC(=O)N2CCCCCC2)n(C)c1=O | 1 | 13 | -2 | 3 | -3 | -13 | -23 | -9 | 0.6 |
| COc1ccc(S(=O)(=O)N2CCCCCC2)cc1C(=O)OCc1c(C)noc1C | 16 | 15 | -6 | -8 | -4 | -5 | 2 | -10 | 1.7 |
| COc1ccc(C(=O)NCCNc2ccc([N+](=O)[O-])cc2)cc1OC | 0 | 17 | -3 | 7 | -4 | -7 | 7 | -8 | 0.6 |
| CCN=c1scc(-c2cccs2)n1/N=C/c1cc(OC)ccc1O | 1 | 11 | -5 | 3 | -7 | -12 | 35 | -9 | 0.3 |

Bioassay records (PubChem)
